LYPLA2 counter: LYPLA2 inhibitors, primary screen, counter-screen for PME1 inhibitor project, biochemical, fluorescence polarization, FP-Rh probe ABPP | Acyl-protein thioesterase 2 (Homo sapiens), O95372 | recombinant LYPLA2 | inhibition, % at 5.9 µM | 0.38% of 320,000 active | AID 2177, 2009;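 active means inhibition above the screen-wide mean plus 3 SD, limit set per campaign, cut at about 26% in these data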;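 further: 0% = LYPLA2 with DMSO and 100% = wells lacking LYPLA2 enzyme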
PREPL inhibitor: PREPL enzyme inhibitors, primary screen, biochemical, fluorescence polarization. Prolyl endopeptidase-like (Homo sapiens), Q4J6C6. recombinant PREPL, fluorescence polarization activity-based probe. inhibition, % at 5.96 µM. 0.68% of 320,000 active. AID 2751, 2010; in the data active means inhibition above about 43%;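 further: 0% = enzyme with DMSO and 100% = wells lacking enzyme; many of its hits are not listed in these tables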
LYPLA1 counter: LYPLA1 inhibitors, primary screen, counter-screen for PME1 inhibitor project, biochemical, fluorescence polarization, FP-Rh probe ABPP | recombinant LYPLA1 | inhibition, % at 5.9 µM | Acyl-protein thioesterase 1 (Homo sapiens), O75608 | 0.16% of 320,000 active;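 active means inhibition above the mean of all tested compounds plus 3 SD, set per campaign, cut at about 14% in these data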;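 further: inhibitors block serine hydrolase probe labeling of LYPLA1 so polarization falls; 0% = enzyme with DMSO and 100% = wells lacking LYPLA1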
PAFAH1B2 inh: PAFAH1B2 enzyme inhibitors, primary screen, biochemical, fluorescence polarization, human | recombinant PAFAH1B2, FP-rhodamine activity probe | 1.2% of 340,000 active | inhibition, % at 3.39 µM | AID 492953, 2010;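 active means inhibition above the mean of all tested compounds plus 3 SD, cut at about 24% in these data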;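 further: 0% = enzyme with DMSO and 100% = wells lacking PAFAH1B2; many of its hits are not listed in these tables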
Target sequence (P68402 whole entry, looked up): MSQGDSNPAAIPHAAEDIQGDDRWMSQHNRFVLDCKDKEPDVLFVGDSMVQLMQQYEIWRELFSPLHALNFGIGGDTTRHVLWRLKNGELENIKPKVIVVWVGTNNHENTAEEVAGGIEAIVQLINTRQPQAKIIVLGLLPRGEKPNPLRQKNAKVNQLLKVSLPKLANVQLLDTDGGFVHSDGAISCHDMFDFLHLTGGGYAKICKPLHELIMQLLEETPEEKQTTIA
pPAFAH FP inh: pPAFAH enzyme inhibitors, primary screen, biochemical, fluorescence polarization, human; Platelet-activating factor acetylhydrolase (Homo sapiens), Q13093; 1.5% of 330,000 active; inhibition, % at 3.39 µM; AID 463082, 2010; recombinant pPAFAH, FP-rhodamine probe fluorescence polarization;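 active means inhibition above the mean inhibition across the screen plus 3 SD, cut at about 25% in these data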;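 further: inhibitors block binding of the rhodamine activity-based probe so polarization drops; 0% = enzyme with DMSO and 100% = wells lacking pPAFAH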
PAFAH1B3 FP inh: PAFAH1B3 enzyme inhibitors, primary screen, biochemical, fluorescence polarization, human; recombinant PAFAH1B3, FP-rhodamine probe; Platelet-activating factor acetylhydrolase IB subunit alpha1 (Homo sapiens), Q15102; inhibition, % at 3.39 µM; AID 492972, 2010; 0.28% of 340,000 active;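 active means inhibition above the screen-wide average of all tested compounds plus 3 SD, cut at about 25% in these data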;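 further: 0% = enzyme with DMSO only and 100% = wells lacking PAFAH1B3 protein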
PAFAH2 FP inh: PAFAH2 enzyme inhibitors, primary screen, biochemical, fluorescence polarization, human | Platelet-activating factor acetylhydrolase 2, cytoplasmic (Homo sapiens), Q99487 | recombinant PAFAH2, FP-rhodamine activity probe | inhibition, % at 3.39 µM | 0.99% of 340,000 active | AID 492956, 2010;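 active means inhibition above the mean over all tested compounds plus 3 SD, cut at about 30% in these data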;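 further: inhibitors block probe labeling of enzyme so polarization drops; 0% = enzyme with DMSO and 100% = wells lacking PAFAH2 protein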
PAD4 inh: human PAD4 inhibitors, primary screen, biochemical, fluorescence polarization, 1536-well format. Protein-arginine deiminase type-4 (Homo sapiens), Q9UM07. recombinant PAD4, RCA probe fluorescence polarization. inhibition, % at 6.36 µM. 0.41% of 330,000 active. AID 485272, 2010;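 active means percent inhibition above a cutoff equal to the mean of all tested compounds plus 3 SD, cut at about 15% in these data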;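 further: 0% = PAD4 with RCA probe and DMSO and 100% = probe without PAD4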
Target sequence (Q9UM07 whole entry, looked up): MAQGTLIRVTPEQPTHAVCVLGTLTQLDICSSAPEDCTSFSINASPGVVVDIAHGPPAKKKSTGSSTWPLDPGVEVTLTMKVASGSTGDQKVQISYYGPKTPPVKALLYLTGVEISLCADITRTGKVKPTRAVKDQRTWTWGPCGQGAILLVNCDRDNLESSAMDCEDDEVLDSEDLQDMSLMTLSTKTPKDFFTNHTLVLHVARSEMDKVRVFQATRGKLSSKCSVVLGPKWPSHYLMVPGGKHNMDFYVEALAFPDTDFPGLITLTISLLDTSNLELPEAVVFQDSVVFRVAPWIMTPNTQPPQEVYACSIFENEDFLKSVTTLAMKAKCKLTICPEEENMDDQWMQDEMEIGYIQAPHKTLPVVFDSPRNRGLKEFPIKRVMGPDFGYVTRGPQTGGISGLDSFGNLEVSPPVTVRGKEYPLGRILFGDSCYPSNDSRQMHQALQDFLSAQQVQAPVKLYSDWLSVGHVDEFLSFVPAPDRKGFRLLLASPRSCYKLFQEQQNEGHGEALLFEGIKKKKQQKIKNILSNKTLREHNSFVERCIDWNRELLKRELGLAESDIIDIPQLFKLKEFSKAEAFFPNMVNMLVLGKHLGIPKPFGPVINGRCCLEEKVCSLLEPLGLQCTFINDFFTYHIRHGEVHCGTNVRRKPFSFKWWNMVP
GSTO1 counter: inhibitors of recombinant GSTO1, primary screen, counter-screen for RBBP9 inhibitor project, biochemical, fluorescence polarization. 1.1% of 300,000 active. activity-based probe fluorescence polarization. Glutathione S-transferase omega-1 (Homo sapiens), P78417. inhibition, % at 5.96 µM;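 active means inhibition above the campaign mean inhibition plus 3 SD, cut at about 35% in these data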;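 further: 0% = GSTO1-1 with DMSO and 100% = wells lacking GSTO1-1 enzyme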
An asterisk follows results filed as active; . = no result given.

| SMILES | PAD4 inh | PAFAH2 FP inh | GSTO1 counter | PAFAH1B3 FP inh | LYPLA1 counter | LYPLA2 counter | pPAFAH FP inh | PREPL inhibitor | PAFAH1B2 inh |
| --- | --- | --- | --- | --- | --- | --- | --- | --- | --- |
| Cc1ccc(C(=O)N2CCC(Cc3ccccc3)CC2)cc1[N+](=O)[O-] | -12 | -2 | 13 | 4 | 2 | -7 | 19 | 16 | 1 |
| Cc1ccc(N2C(S)=C(C#N)C(=O)NC2c2cccs2)cc1 (centres undefined) | -1 | 10 | 5 | 7 | 1 | 4 | -1 | 2 | 21 |
| Cc1ccccc1OCCNC(=S)Nc1ccccc1 | -1 | -3 | 14 | 8 | 0 | 0 | 4 | -1 | -2 |
| COCCN(CC(=O)NCc1ccccc1)C(=O)CCC(=O)Nc1ccccn1 | -2 | -2 | 0 | 2 | 4 | 11 | -4 | 4 | 1 |
| O=C(Cc1cccs1)NCc1cccs1 | -1 | 3 | -1 | 1 | 0 | -1 | 4 | 4 | 1 |
| Cc1cc2n(n1)C(c1sccc1C)Nc1ccccc1-2 (centres undefined) | -1 | 0 | 3 | 3 | -1 | -2 | 4 | 5 | 4 |
| COc1ccc(CCNC(=O)CSCc2ccc(Br)cc2)cc1OC | -4 | 7 | 4 | 12 | -3 | -4 | 0 | -8 | 18 |
| CC(NC(=O)C1CCCCC1)c1ccc2c(c1)OCCO2 (centres undefined) | -1 | 2 | -4 | 9 | 4 | 11 | 8 | 7 | -2 |
| COc1ccc(C2CC(c3ccccc3)=NN2C(=O)c2cccs2)cc1 (centres undefined) | -2 | -2 | -10 | 6 | -6 | -8 | 5 | 2 | -2 |
| c1ccc(CSc2nnc(-c3ccco3)n2Cc2ccccc2)cc1 | -3 | 8 | -2 | 3 | 0 | 6 | 14 | 12 | 13 |
| Cc1cccn2c(=O)c(C=O)c(N3CCN(c4ccccc4)CC3)nc12 | -5 | 7 | -1 | 7 | -1 | -4 | 3 | 37 | 1 |
| COc1cccc(COC(=O)C2CC(=O)N(Cc3ccco3)C2)c1OC (centres undefined) | -3 | -1 | 0 | 10 | 0 | 5 | 1 | 1 | -7 |
| NC(=O)C1CCN(C(=O)c2cnn(-c3ccccc3)c2NC(=O)c2cccc(F)c2)CC1 | 0 | -1 | 1 | -1 | 2 | 4 | 14 | 5 | 0 |
| O=C(O)c1ccc2c(c1)OCCO2 | -4 | 0 | -4 | 6 | -1 | -9 | -7 | -6 | 0 |
| CCCc1nc(N)c(C#N)c(-c2ccco2)c1CC | 2 | 1 | -4 | 5 | -2 | 2 | 10 | 9 | 7 |
| CCOCCCNC(=O)Cc1c(C(=O)O)[nH]c2ccc(Cl)cc12 | -2 | 0 | -2 | -4 | 4 | 11 | -1 | 5 | 30* |
| CC[C@@H](C)[C@@H]1CN([C@@H](C)CN2CCC[C@H]2CN2C(N)=NC[C@H]2C(C)C)C(=N)N1CCc1ccc(Cl)c(Cl)c1 | -4 | 2 | . | 6 | . | . | -2 | 63* | 2 |
| Cc1ccc(S(=O)(=O)NCC(=O)NCC(=O)N2CCC(C)CC2)cc1 | 6 | 1 | 2 | 7 | 3 | 4 | 0 | 0 | 3 |
| Cc1cc(-c2nnc(CCC(=O)N(C)Cc3cccc4ccccc34)o2)no1 | -4 | 8 | 15 | 9 | 4 | 22 | 3 | 2 | 4 |
| CC(C(=O)Nc1cccnc1)n1cc([N+](=O)[O-])cn1 (centres undefined) | 1 | 0 | 1 | 5 | 6 | 0 | 4 | -2 | -1 |
| CCCCc1ccc(S(=O)(=O)N2CCC3(CC2)OCCO3)cc1 | -2 | -4 | 2 | 8 | 1 | 9 | 1 | -3 | 4 |
| Cc1cc(C(F)F)n2ncc(C(=O)N3CCCCC3)c2n1 | -2 | 7 | 2 | 10 | 1 | 8 | -4 | -3 | 6 |
| Cc1c([N+](=O)[O-])cc(C(=O)Nc2ccc(Cc3ccncc3)cc2)cc1[N+](=O)[O-] | -2 | 1 | -3 | 6 | 2 | 29* | 10 | 3 | -3 |
| O=C(CN1C(=O)COc2ccc(Cl)cc21)N1CCOCC1 | -2 | -3 | -2 | 6 | 0 | 8 | -3 | 11 | 4 |
| CC1(NC(=O)Cc2ccc(S(=O)(=O)N3CCOCC3)s2)CCS(=O)(=O)C1 (centres undefined) | -8 | -5 | 3 | 3 | -2 | -5 | 2 | -5 | 6 |
| Cc1ccc(-c2csc3nnc(SCC(=O)N4CCN(Cc5ccccc5)CC4)n23)cc1 | 0 | -1 | 2 | 13 | 4 | 3 | 7 | 30 | 13 |
| COc1ccccc1NC(=S)NCC1CCCO1 (centres undefined) | 4 | 7 | 2 | 0 | 6 | 2 | 4 | 0 | -3 |
| CNCC(O)c1ccc(O)c(O)c1 (centres undefined) | -8 | 7 | 28 | 12 | -2 | 3 | -3 | 0 | -2 |
| CCOC(=O)N1CCN(C(=O)c2ccccc2NC(=O)c2ccc(OC)cc2)CC1 | 1 | 0 | 9 | -6 | -2 | 1 | 6 | -2 | 3 |
| COc1ccc2nc(NC(=O)CSc3n[nH]c(N)n3)sc2c1 | -1 | 4 | 9 | -1 | 1 | -3 | 2 | 3 | 5 |

Of the compounds above, these contain an aryl thioether with sulfur outside any ring.
| SMILES | PAD4 inh | PAFAH2 FP inh | GSTO1 counter | PAFAH1B3 FP inh | LYPLA1 counter | LYPLA2 counter | pPAFAH FP inh | PREPL inhibitor | PAFAH1B2 inh |
| --- | --- | --- | --- | --- | --- | --- | --- | --- | --- |
| c1ccc(CSc2nnc(-c3ccco3)n2Cc2ccccc2)cc1 | -3 | 8 | -2 | 3 | 0 | 6 | 14 | 12 | 13 |
| Cc1ccc(-c2csc3nnc(SCC(=O)N4CCN(Cc5ccccc5)CC4)n23)cc1 | 0 | -1 | 2 | 13 | 4 | 3 | 7 | 30 | 13 |
| COc1ccc2nc(NC(=O)CSc3n[nH]c(N)n3)sc2c1 | -1 | 4 | 9 | -1 | 1 | -3 | 2 | 3 | 5 |

Continuation.
| SMILES | PAD4 inh | PAFAH2 FP inh | GSTO1 counter | PAFAH1B3 FP inh | LYPLA1 counter | LYPLA2 counter | pPAFAH FP inh | PREPL inhibitor | PAFAH1B2 inh |
| --- | --- | --- | --- | --- | --- | --- | --- | --- | --- |
| Cc1cc(NC(=O)COC(=O)c2ccco2)no1 | 5 | 9 | 3 | 1 | 1 | -5 | -11 | 11 | 1 |
| CCn1c2ccccc2c2cc(CN3CCN(S(=O)(=O)CC)CC3)ccc21 | -1 | . | -4 | . | -5 | 6 | 11 | 20 | . |
| CCC(=O)NC(Nc1cccc(C)n1)(C(F)(F)F)C(F)(F)F | -1 | -1 | 5 | 4 | -1 | -4 | 1 | -1 | 1 |
| COc1ccc(C(=O)N2CCC(C(=O)c3c(C)cc(C)cc3C)CC2)cc1 | 0 | 7 | 8 | 3 | -1 | 0 | -3 | 5 | 10 |
| COc1ccc2[nH]c(C)c(CCN(Cc3cccs3)C(=S)Nc3ccccc3OC)c2c1 | 0 | -3 | -2 | -6 | -5 | -3 | 10 | 16 | -2 |
| CCCNC(=O)C1CCN(S(=O)(=O)c2cccc3nonc23)CC1 | 5 | 1 | -12 | 2 | 2 | -5 | 3 | 4 | 0 |
| Cc1ccc(CNC(=O)CCn2cc(-c3ccc(C)cc3)nc2CCN)cc1 | -1 | 6 | 2 | -5 | 3 | 4 | 7 | -93 | 0 |
| C/C(=N\NS(=O)(=O)c1ccc(Cl)c([N+](=O)[O-])c1)c1ccc(C)o1 | 2 | 16 | 49* | 2 | 1 | 7 | -2 | 4 | 2 |
| Cn1c(=O)c2c(SCC(=O)Nc3cccc(F)c3)nc(-c3ccco3)nc2n(C)c1=O | -2 | -2 | -3 | 14 | 0 | 8 | -3 | -1 | -2 |
| CCCC(=O)NCc1ccncc1 | -6 | . | -1 | . | 0 | 1 | -1 | 7 | . |
| CCN1C(=O)[C@H]2[C@@H](c3ccc(OC)cc3)N3C(=O)CN(Cc4ccccc4)C(=O)[C@@]3(C)[C@H]2C1=O | 2 | 10 | 0 | 5 | 0 | 5 | -6 | 14 | -7 |
| Cc1ccc(-c2nc3c4ccccc4ccn3c2CN2CCCCC2)cc1 | -1 | -3 | 1 | -4 | -3 | -2 | 4 | 3 | 5 |
| Cc1ccc(S(=O)(=O)NCCN=C(CN2CCOCC2)NS(=O)(=O)c2ccc(C)cc2)cc1 | 2 | -5 | -1 | 3 | -6 | 1 | 4 | 1 | 2 |
| CC(=O)Nc1ccc(OCC(=O)c2cc(C)ccc2C)cc1 | -4 | 10 | 2 | 1 | -5 | -4 | -1 | -4 | -2 |
| CCC(=O)c1cn(CC(=O)Nc2cccc(C)c2C)c2ccccc12 | 5 | -5 | 5 | -2 | -4 | -7 | 0 | 13 | -5 |
| Cn1c(SCc2cccc(C(F)(F)F)c2)nnc1-c1ccco1 | -5 | 0 | -4 | 4 | 5 | 10 | -1 | -2 | -2 |
| Cc1cc(NCc2ccccc2)n2ncc(-c3ccccc3)c2n1 | 1 | 2 | -2 | 13 | 0 | 5 | 9 | 11 | 0 |
| CC(C)CC1NC(=O)N(CC(=O)N2CCN(S(=O)(=O)c3ccc4ccccc4c3)CC2)C1=O (centres undefined) | 0 | -4 | 3 | 3 | -1 | 0 | 0 | 9 | 1 |
| CS(=O)(=O)N1CCN(c2ncccn2)CC1 | 3 | 0 | 1 | 3 | -1 | -8 | -2 | 7 | 4 |
| Cc1c(Br)cc(C(=O)NC2CCCCC2)c(C)c1C | -6 | 10 | -1 | 7 | 0 | 6 | 0 | 4 | 4 |
| O=C(COc1ccc2c(c1)OCO2)Nc1ccccc1C(F)(F)F | -6 | -2 | 2 | 5 | 1 | -3 | 4 | 9 | 4 |
| O=C1NC(Nc2ccccn2)(C(F)(F)F)C(=O)N1c1ccc(F)cc1 (centres undefined) | 0 | -3 | 7 | -3 | -2 | -2 | 4 | -10 | -3 |
| N#CCCn1cc(C(=O)Nc2ccc(C(=O)O)cc2)c(-c2ccc([N+](=O)[O-])cc2)n1 | -4 | -2 | -1 | 8 | 1 | 5 | -2 | 10 | -5 |

Complete entries from above. Values in the order: PAD4 inh | PAFAH2 FP inh | GSTO1 counter | PAFAH1B3 FP inh | LYPLA1 counter | LYPLA2 counter | pPAFAH FP inh | PREPL inhibitor | PAFAH1B2 inh
Results for CCCNC(=O)C1CCN(S(=O)(=O)c2cccc3nonc23)CC1 → 5 | 1 | -12 | 2 | 2 | -5 | 3 | 4 | 0
Results for C/C(=N\NS(=O)(=O)c1ccc(Cl)c([N+](=O)[O-])c1)c1ccc(C)o1 → 2 | 16 | 49* | 2 | 1 | 7 | -2 | 4 | 2
Results for CCCC(=O)NCc1ccncc1 → -6 | . | -1 | . | 0 | 1 | -1 | 7 | .
Results for O=C1NC(Nc2ccccn2)(C(F)(F)F)C(=O)N1c1ccc(F)cc1 (centres undefined) → 0 | -3 | 7 | -3 | -2 | -2 | 4 | -10 | -3

Screens as filed in PubChem.

Only part of the results is shown; count on the stated rates, not on these rows.
